SR-BI DiI inh: inhibitors of SR-BI mediated HDL lipid uptake, primary screen, ldlA[mSR-BI] cells, fluorescence, single point | ldlA[mSR-BI] CHO cells, DiI-HDL uptake fluorescence, 3 h | AID 488896, 2010 | 0.96% of 320,000 active | inhibition, % at 12.5 µM;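 active = mean replicate inhibition of at least 70% and a set share of replicates each scoring 70 or more; inconclusive = meets just one of the two criteria; inactive = fails both criteria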;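 also: 0% = median of neutral control wells and 100% = median of positive control wells; values of inactives mirror those of a sister screen read the other way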
Target sequence (Q61009 whole entry, looked up): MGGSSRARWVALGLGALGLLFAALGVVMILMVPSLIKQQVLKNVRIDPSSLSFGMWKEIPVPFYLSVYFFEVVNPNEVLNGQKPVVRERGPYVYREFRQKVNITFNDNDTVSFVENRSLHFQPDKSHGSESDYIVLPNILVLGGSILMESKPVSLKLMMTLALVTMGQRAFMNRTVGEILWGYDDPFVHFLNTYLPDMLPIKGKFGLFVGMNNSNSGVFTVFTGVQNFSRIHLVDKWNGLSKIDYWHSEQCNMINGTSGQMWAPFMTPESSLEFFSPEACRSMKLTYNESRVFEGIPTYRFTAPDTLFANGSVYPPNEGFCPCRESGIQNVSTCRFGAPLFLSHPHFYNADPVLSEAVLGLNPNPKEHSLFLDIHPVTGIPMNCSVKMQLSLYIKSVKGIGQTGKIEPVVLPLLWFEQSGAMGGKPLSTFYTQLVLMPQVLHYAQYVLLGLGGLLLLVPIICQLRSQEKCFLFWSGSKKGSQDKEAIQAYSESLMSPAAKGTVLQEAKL
phage Ecoli inh: growth loss of phage-infected E. coli, primary screen, RecBCD inhibitor project, absorbance, with phage, HTS; AID 651602, 2012; inhibition, % at 11.9 µM; 0.26% of 360,000 active; in the data active = inhibition above about 11%
Wnt bcat act: Wnt/beta-catenin pathway activators, primary screen, cell-based, plate reader, single point; Wnt/beta-catenin reporter cell assay, activator; activation, % at 9.35 µM; 1.2% of 300,000 active; AID 743398, 2014; in the data active = activation above about 30%, passing the limit was not always enough; inconclusive = no clear call, values can overlap the other calls;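 also: 0% = neutral control wells and 100% = positive control wells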
Tat transport: E. coli Tat export inhibitors, primary screen, MC4100, TorA-mCherry reporter, fluorescence, single point. 0.036% of 340,000 active. inhibition, % at 10 µM. AID 488895, 2010;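 active = mean replicate inhibition at least 50% and at least half of replicates individually reaching 50%; inconclusive = only one of the two criteria met; inactive = neither criterion met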;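 also: exported cargo escapes ClpAP degradation while cytoplasmic cargo is degraded and loses fluorescence; 0% = median of neutral control wells and 100% = median of NaSCN control wells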
Ecoli viability: E. coli V3065 growth inhibition, primary screen, counter-screen for AddAB inhibitor project, absorbance, OD600; AID 449728, 2010; 18 h; 0.27% of 330,000 active; inhibition, % at 11.9 µM;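 active = inhibition above the campaign's mean inhibition across all tested compounds plus 3 SD, cut at about 9.9% in these data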;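 also: uninfected addAB+ strain grown without phage in ampicillin broth; 0% = DMSO wells and 100% = ciprofloxacin 0.95 µg/ml wells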
CAL PDZ FP-1: CAL PDZ peptide-binding inhibitors, primary screen, biochemical, fluorescence polarization, Cer-tagged CAL PDZ, HTS. Golgi-associated PDZ and coiled-coil motif-containing protein (Homo sapiens), Q9HD26. inhibition, % at 20 µM. 0.02% of 330,000 active. purified CAL PDZ, TMR-peptide fluorescence polarization, 1 h. AID 504414, 2011;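 active = highest replicate inhibition of at least 40%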;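 also: plate controls were DMSO neutral control wells for no effect and unlabeled competitor peptide control wells for full effect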
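Test system: tagged CAL PDZ domain / Buffer or medium: sodium phosphate/NaCl buffer pH 7.4 with TCEP, IgG, Thesit / Reagent: TMR-labelled reporter peptide T*-PRC34 bound in PDZ groove / Compound dosing: single point, 20 µM / Schedule: 1 h incubation at room temperature before polarization reading / Technique: fluorescence polarization (mP) / Benchmarks: unlabelled peptide, DMSO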
AddAB inh: growth inhibition of E. coli expressing H. pylori AddAB, primary screen, AddAB inhibitor project, absorbance. inhibition, % at 11.9 µM. 0.29% of 330,000 active. AID 435030, 2010; in the data active = inhibition above about 12%;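 also: 0% = vehicle wells of infected cells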
CAL PDZ FP-2: untagged CAL PDZ binding inhibitors, primary screen, biochemical, fluorescence polarization, HTS. Golgi-associated PDZ and coiled-coil motif-containing protein (Homo sapiens), Q9HD26. purified CAL PDZ, TMR-peptide fluorescence polarization, 1 h. inhibition, % at 24.9 µM. 0.92% of 300,000 active. AID 602252, 2012;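 active = mean inhibition of at least 30% with at least half of replicates also reaching 30%; inconclusive = no clear call, values can overlap the other calls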;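 also: 0% = DMSO neutral control and 100% = excess unlabeled competitor peptide PRC23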
SR-BI DiI-HDL act: activators of SR-BI mediated DiI-HDL uptake, primary screen, ldlA[mSR-BI] CHO cells, DiI fluorescence | 3 h; 100 = double the neutral-control signal | activation, % at 12.5 µM | 0.096% of 320,000 active;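 active = mean replicate activation of at least 60% and every replicate at or above 60%; inconclusive = mean or all-replicate condition met, but not both; inactive = mean below 60% and not all replicates reaching 60%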;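 also: 0% = median plate neutral-control signal and 100% = twice that signal; values of inactives mirror those of a sister screen read the other way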
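Test system: SR-BI-overexpressing, LDLR-lacking CHO cells; Medium: Ham's F12 with 0.5% BSA, HEPES 25 mM, pH 7.4; Schedule: 3 h, 37 °C; Technique: bottom-read fluorescence, 550/595 nm.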
MITF TRPM1 HTS: activators of MITF-driven TRPM1 promoter reporter, primary screen, cell-based, SK-MEL-5, luciferase, single point; SK-MEL-5 TRPM1-promoter luciferase, 24 h; % of positive control, neutral wells = 0; activation, % at 12.5 µM; 0.75% of 300,000 active; AID 588334, 2011;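 active = mean activation of at least 80% with every replicate also reaching 80%; inconclusive = mean reaches 80% but some replicate falls short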;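 also: 0% = neutral control wells and 100% = parthenolide positive control wells; values of inactives mirror those of a sister screen read the other way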
Numbers without * were called inactive; ? = inconclusive; · = no result given.

mol,SR-BI DiI inh,phage Ecoli inh,Wnt bcat act,Tat transport,Ecoli viability,CAL PDZ FP-1,AddAB inh,CAL PDZ FP-2,SR-BI DiI-HDL act,MITF TRPM1 HTS
CC1CCc2c(sc(NC(=O)Cn3nc(C(F)(F)F)c4c3CCCCC4)c2C#N)C1 (centres undefined),5,-0.5,·,7,0.1,0.9,2.1,0,-5,8
COc1ccc(/C=c2\s/c(=C/C(=O)c3ccc(C)cc3)[nH]c2=O)cc1OC,74*,-2.4,-5,-10,-3.8,-0.9,-0.8,-3,-74,1
Cn1nc(C(=O)NCc2ccc(F)cc2)cc1C(=O)NCc1ccc(F)cc1,43,4.4,-4,-5,·,-2.3,·,13,-43,5
CCN(CC)c1ccc(NC(=O)c2c(C)noc2C)cc1,19,0.9,1,19,0.1,-0.4,-2.5,-6,-19,6
CC(C)C(C(=O)OCC(=O)c1ccc2c(c1)NC(=O)CO2)N1C(=O)c2ccccc2C1=O (centres undefined),23,4.0,·,-8,1.1,-3.0,3.1,5,-23,·
CC(=O)c1ccc(S(=O)(=O)NCc2nnnn2-c2ccccc2)cc1,2,-0.9,0,-2,0.3,-1.1,4.5,-4,-2,2
CCCS(=O)(=O)c1nc(S(=O)(=O)c2ccc(C)cc2)c(N2CCCC(C)C2)s1 (centres undefined),10,-0.6,-1,7,-0.1,-1.4,3.9,-2,-10,-9
COc1ccc(Cl)cc1NC(=O)C1CCCN(c2ncnc3c2nc2n3CCCCC2)C1 (centres undefined),-8,4.6,-2,9,-0.1,0.2,0.3,1,8,1
COc1cccc(NC(=O)CN(C)CC(=O)Nc2ccc3c(c2)CCC3)c1,20,3.7,-1,0,1.9,-1.5,-2.2,-2,-20,-7
CCCCOC(=O)c1c(C)oc2ccc(NS(=O)(=O)c3ccc4c5c(cccc35)C(=O)N4)cc12,10,3.4,·,9,0.8,-3.2,-0.5,-1,-10,16
O=C(COc1ccc(Br)cc1CO)Nc1ccc(S(=O)(=O)N2CCCCC2)cc1,19,5.1,1,2,-0.2,-0.3,1.3,·,-19,10
COc1cc(CN2CCC(C(=O)N3CCCC(C)C3)CC2)cc(Br)c1O (centres undefined),-21,1.7,·,-2,-1.6,-3.6,1.2,-2,21,·
CCCN1Cc2cccc(C(=O)NC(CC(=O)OCC)c3ccc(OC(C)C)cc3)c2C1=O (centres undefined),33,0.6,-6,7,-2.3,-1.4,1.3,-3,-33,-2
N#CC(c1ccc(Cl)cc1)c1ccc2c(C(F)(F)F)cc(C(F)(F)F)nc2n1 (centres undefined),24,15*,·,-16,1.6,-0.3,3.2,-4,-24,-78
O=C(Nc1ccc(C(=O)O)cc1)/C(=C\c1ccccc1)NC(=O)c1ccccc1,4,3.5,-1,-8,-1.0,-3.4,0.3,-5,-4,3

(continued)
mol,SR-BI DiI inh,phage Ecoli inh,Wnt bcat act,Tat transport,Ecoli viability,CAL PDZ FP-1,AddAB inh,CAL PDZ FP-2,SR-BI DiI-HDL act,MITF TRPM1 HTS
Cc1cc(NC(=S)N(Cc2ccc(Cl)cc2)Cc2ccc(C(=O)O)cc2)ccc1Cl,4,2.9,-1,-3,-2.5,-1.3,0.1,·,-4,15
CC(C)(C)C(=O)Nc1cccc(OC(F)(F)C(F)Cl)c1 (centres undefined),-9,-0.5,-1,3,1.4,-0.6,3.2,1,9,-7
C=C1CCN([C@@H](CC(C)C)C(=O)NCc2ccc(Cl)c(Cl)c2)S(=O)(=O)c2ccccc21,11,3.8,-9,6,-3.4,0.4,-0.6,8,-11,1
COC(=O)C1=C(N)Oc2cc(C)n(CCCn3ccnc3)c(=O)c2C1c1ccc(Cl)cc1 (centres undefined),-8,1.9,·,2,-0.7,·,0.8,-2,8,1
O=C(NCCOc1nc(N2CCOCC2)nc(N2CCOCC2)n1)Nc1ccc(Cl)cc1,26,2.1,·,3,-2.7,-1.0,-1.4,·,-26,-6
Cc1ccc2[nH]c(=O)c(CN(Cc3ccc4c(c3)OCO4)Cc3nnnn3C3CCCC3)cc2c1,2,1.2,·,27,-1.1,-2.6,1.4,-2,-2,16
Cc1cc([N+](=O)[O-])nn1CC(=O)Nc1nccs1,-14,3.2,0,4,-0.2,-1.1,-0.3,0,14,-7
CC(=O)c1nn(-c2ccc(Cl)cc2)cc1C(=O)c1ccc(C)cc1,·,-3.0,5,·,-0.7,·,-2.4,·,·,·
O=C1c2cccc(OCC(=O)N3CCCc4ccccc43)c2CCN1Cc1ccc(F)cc1,-1,1.4,-10,-1,0.3,-2.9,1.2,-4,1,7
OCCNc1nc(-c2ccccc2)c2ccccc2n1,2,0.5,·,-8,0.7,0.1,3.0,-1,-2,-9
Fc1ccccc1NC(=S)NCCc1ccc(Cl)cc1,14,2.2,21,11,·,-2.1,·,-7,-14,?
CCOc1ccc(C(=O)NCC(=O)Nc2ccc(N3CCOCC3)cc2)cc1OCC,22,2.3,0,-1,1.0,-2.8,-1.2,-3,-22,-5
Cc1ccc(NS(=O)(=O)c2ccc(-n3cccn3)cc2)cc1C,14,5.0,1,0,1.3,-3.6,0.6,3,-14,-4
CCCCC(O)(CCN1CCOCC1)c1ccc(Cl)cc1 (centres undefined),-5,·,-3,-1,0.7,-0.3,-0.9,1,5,4
Cc1cc(C)n(-c2ncccc2[N+](=O)[O-])n1,7,2.0,21,1,-0.1,0.8,-1.3,-4,-7,-9

The results go on:
mol,SR-BI DiI inh,phage Ecoli inh,Wnt bcat act,Tat transport,Ecoli viability,CAL PDZ FP-1,AddAB inh,CAL PDZ FP-2,SR-BI DiI-HDL act,MITF TRPM1 HTS
COc1cccc(CNC(=O)COC(=O)c2cc(Br)c(Br)s2)c1,25,0.1,-2,6,2.6,-0.6,1.1,-3,-25,-2
O=[N+]([O-])c1ccccc1/C=C/CN1CCN(Cc2ccc3c(c2)OCO3)CC1,-11,1.8,-4,-7,1.2,-0.6,5.6,-1,11,·
CCN(CC)S(=O)(=O)c1cccc(C(=O)NC2=NCCS2)c1,0,2.2,-1,1,-1.3,-0.2,-1.5,-4,0,·
CCN(CC)c1ccc(/C=N/N=C(c2ccccc2)c2ccccc2)c(O)c1,35,3.8,-4,-9,-1.2,-0.9,3.7,-3,-35,3
N#CCCN(C(=O)CSc1n[nH]c(=O)[nH]c1=O)c1ccccc1,-12,1.5,-19,1,0.3,0.4,3.6,·,12,-7
CNS(=O)(=O)c1cc(C(=O)NCc2ccco2)ccc1Cl,-26,0.6,·,2,1.6,-1.1,1.5,8,26,-5
COC(=O)c1sccc1NC(=O)C1CC2CCC1C2 (centres undefined),16,3.9,5,5,1.6,-1.6,2.1,-1,-16,-3
CC(NC(=S)Nc1cccc(F)c1)C(c1cccs1)N1CCOCC1 (centres undefined),-11,0.5,-1,3,0.5,0.1,0.3,-5,11,-2
Cc1cc(O)c(-c2n[nH]c3c2C(c2cccc(O)c2)N(Cc2cccnc2)C3=O)cc1Cl (centres undefined),-23,2.6,1,-5,-3.8,-3.0,-1.8,-1,23,·
Cc1ccc2oc(C(=O)N(Cc3ccc(N(C)C)cc3)C3CCS(=O)(=O)C3)c(C)c2c1 (centres undefined),-24,0.9,-2,8,-0.5,-1.4,0.3,-1,24,2
COc1ccc(NS(=O)(=O)c2ccc(NN=Cc3ccc(C(=O)O)cc3)c([N+](=O)[O-])c2)cc1,·,1.7,10,·,-4.6,·,-1.8,·,·,·
Cc1cccc(N(C)S(=O)(=O)c2ccc3c(c2)NC(=O)CC(=O)N3)c1,-2,4.9,-2,-2,0.1,-22,0.6,2,2,-5
Cc1c(C(=O)NN2CCOCC2)cccc1[N+](=O)[O-],-7,-0.2,2,1,1.1,-1.0,6.2,2,7,0
O=C(COC(=O)c1cc(Cl)ccc1[N+](=O)[O-])NCc1ccc(Cl)cc1Cl,-3,5.0,-3,-2,-3.3,-0.7,0.7,3,3,3
COc1ccc(-c2csc(/C(C#N)=C(\O)CSc3nccn3C)n2)cc1OC,25,1.6,·,7,-0.6,-1.8,-0.6,-5,-25,5

The list continues.
mol,SR-BI DiI inh,phage Ecoli inh,Wnt bcat act,Tat transport,Ecoli viability,CAL PDZ FP-1,AddAB inh,CAL PDZ FP-2,SR-BI DiI-HDL act,MITF TRPM1 HTS
N#C/C(=C\c1cccs1)C(=O)c1ccccc1Cl,·,3.1,16,·,-1.3,·,-0.9,·,·,·
CN(C)CC1CCCCC1OC(=O)c1ccc(Cl)cc1 (centres undefined),-12,1.9,·,4,-3.6,0.7,0.3,1,12,5
COc1ccc2nc3ccccc3[n+]([O-])c2c1,18,1.5,4,-9,·,-0.7,·,-2,-18,26
O=C(CCNC(=O)c1ccccc1)OCC(=O)c1ccccc1,-9,3.5,-1,0,0.0,-1.9,1.5,-3,9,5
Cc1ccc(N(C(=O)CNC(=O)c2ccco2)C(C(=O)NCC2CCCO2)c2ccccc2)cc1C (centres undefined),·,0.4,-2,-1,2.5,-1.7,2.9,-1,·,·
CCCCN1C=CC(=C2C(=O)c3ccccc3C2=O)C=C1,-2,6.7,-10,7,0.0,-3.0,2.4,-1,2,-93
CC1CCN(S(=O)(=O)c2ccc(C(C)C)cc2)CC1,-5,3.4,-2,-6,1.6,-1.1,6.0,-6,5,5
COc1ccc(NC(=O)N(C)C[C@H]2Oc3c(NC(=O)c4ccncc4)cccc3C(=O)N([C@H](C)CO)C[C@@H]2C)cc1,-61,3.4,0,2,-0.3,-0.9,4.4,0,?,16
COc1cc(CNC2CCCCCCC2)c(Br)cc1OCCO,4,-0.9,0,-5,0.5,-0.9,1.2,-3,-4,·
CCC(C(=O)NCc1ccccc1OC)n1nc(C)n2c(cc3occc32)c1=O (centres undefined),15,2.5,-3,-9,-1.6,-1.6,0.7,-2,-15,4
COC(=O)c1ccccc1CC1SC(N)=NC1=O (centres undefined),-21,0.7,1,1,-1.5,-1.8,4.9,-5,21,1
CSC(=Nc1ccc(Cl)cc1)N[n+]1ccccc1,-37,-0.7,-7,3,-0.5,-1.1,1.0,-1,37,3
Cc1ccc2nc(C)cc(C(=O)N3CCCC(N4CCN(c5ccccc5C)CC4)C3)c2c1 (centres undefined),62,3.3,2,0,0.7,-2.5,3.4,-2,-62,-1
CC(C)(C)NC(=O)CSCc1ccc(Br)cc1,-6,1.5,1,3,-1.0,0.9,0.2,-1,6,8
